NCI-60 one-dose screen, 48 h, at 10 µM unless noted. Numbers give growth in % (100 = growth as untreated, 0 = no growth, -100 = all killed).
SF-295: SF-295 CNS cancer cells | 79,000 tested, 5.6% active | AID 1794758
CAKI-1: CAKI-1 renal cancer | 75,000 tested, 4.7% active
UO-31: UO-31 renal cancer | 81,000 tested, 5.2% active | AID 1794768
TK-10: TK-10 renal cancer cells; 81,000 tested, 3.9% active; AID 1794769
SF-268: SF-268 CNS cancer cells | 82,000 tested, 3.1% active
786-0: 786-0 renal cancer cells; 81,000 tested, 5.1% active; AID 1794775
U251: U251 CNS tumor cells. 80,000 tested, 5.4% active
SN12C: SN12C renal cancer cells; 81,000 tested, 3.8% active; AID 1794767
Starred values were filed as active, the others as inactive; x = not tested or not shown; & = joins results of further samples. The calls were made as follows: active = growth percent below 10; inactive = the rest.

entry	Structure	SF-295	CAKI-1	UO-31	TK-10	SF-268	786-0	U251	SN12C
1	O=C(CSc1nc(-c2ccccc2)[nH]c1S(=O)(=O)c1ccccc1)NCc1ccc(Cl)cc1	85	84	80	79	98	94	81	97
2	O=C1C(Cl)=C(N2CCOCC2)C(=O)N1Cc1ccc(Cl)cc1	108	88	71	100	94	95	106	102
3	COc1ccc2c(c1)C(=O)/C(=C/c1cnccc1OC)CC2	x	x	88	99	108	93	94	96
4	COc1cc2oc(-c3cccc(NC(=O)Nc4ccccc4Br)c3)cc(=O)c2c(OC)c1OC	96	95	76	108	103	97	102	94
5	COc1cc(C(=O)OCC(C)C)ccc1O	112	104	88	101	93	105	96	105
6	CC(C)CNCC(O)COc1ccccc1 (stereo not given)	108	102	104	101	111	102	107	110
7	C[C@H]1[C@@H]2[C@H]3CC[C@@H]4[C@@]5(C)C/C(=C/c6ccc(C(F)(F)F)cc6)C(=O)C(C)(C)[C@@H]5CC[C@@]4(C)[C@]3(C)CC[C@]23COC1(C)[C@@H](C(=O)/C=C\c1ccc(C(F)(F)F)cc1)C3	98	79	86	114	102	109	101	89
8	COc1cc(C(=O)/C=C/c2c(C(F)(F)F)nc3sccn23)cc(OC)c1OC	-2.1*	-17*	-30*	22	16	3.1*	4.5*	20
9	FC(F)(F)c1ccc(-c2cnc(Br)nc2NC2CCCCCC2)cc1	-33*	73	35	37	44	55	12	22
10	[O-][n+]1onc(-c2ccccc2)c1CNc1ccc(Nc2nc(C(F)(F)F)nc3c2cnn3-c2ccc(Br)cc2)cc1	55	31	43	87	65	67	73	58
11	Cc1ccc(Nc2ccc(Nc3ccc(C)cc3)c3c2C(=O)c2cccc(O)c2C3=O)cc1	126	104	65	137	104	111	104	98
12	C[C@H]1[C@H](C)CC[C@]2(C)CC[C@]3(C)C(=CC[C@@H]4[C@@]5(C)CC[C@H](O)C(C)(C)[C@@H]5CC[C@]43C)[C@H]12	97	93	82	89	100	104	88	98
13	C1CNNCCNN1	105	98	104	90	113	105	100	111
14	Cc1c(C(=O)NC(Cc2ccccc2)C(O)C(=O)NC(C)C)[nH]c2ccccc2c1=O (stereo not given)	100	95	99	104	97	108	98	102
15	Cc1cc(S(=O)(=O)O)c(N)cc1N	x	x	72	120	114	98	104	91
16	O=C1N[C@H]2CCCC[C@@H]2C(=O)N1OS(=O)(=O)c1ccccc1	114	91	83	101	97	119	106	125
17	COc1ccc(NC(=O)CN2CCN(c3nc(-c4ccc(C)cc4)nc4ccccc34)CC2)cc1	94	79	65	97	73	83	82	84
18	O=C1Nc2c(Br)cc(Br)cc2C12NCCc1cc(O)ccc12 (stereo not given)	92	65	65	111	84	88	82	93
19	CN1CCN(CC(O)COc2c(Br)c(Br)c(Br)c3c2OC(C)(C)C3)CC1 (stereo not given)	39	x	-15*	74	64	12	56	92
20	CCNC(=O)c1[nH]cc(-c2ccccc2)c1-c1ccccc1O	100	101	79	92	82	101	100	96
21	Cc1ccccc1OCC(O)CN1CCCC1 (stereo not given)	100	95	86	109	122	104	106	88
22	CCOC(=O)c1c(Nc2ccccc2)nn2c(-c3ccc(OC)c(OC)c3)ccnc12	49	44	43	81	68	38	61	68
23	O=C1CCC23OC(c4ccccc4N12)C(O)C(O)C3O (stereo not given)	110	x	87	89	97	99	105	103
24	Cc1c(C(=O)N[C@@H](Cc2ccccc2)C(O)C(=O)NCCc2ccccn2)[nH]c2ccccc2c1=O (stereo not given in full)	102	96	96	91	99	99	102	94
25	C[N+]1=C(/C=C/c2ccc(O)cc2)C(C)(C)c2ccccc21	94	94	82	86	105	98	101	x
26	CN1C(=O)N(C)C2Nn3c(s/c(=C4\C(=O)Nc5ccccc54)c3=O)=NC21 (stereo not given)	101	77	66	155	93	93	98	92
27	Cc1cc(C)c2c(n1)sc1c(Nc3ccc(OCc4ccccc4)cc3)ncnc12	101	98	85	92	101	98	98	101
28	COC(=O)c1ccc([N+](=O)[O-])c(C)c1	109	x	80	128	105	103	101	109
29	CC(=O)Nc1cc([N+](=O)[O-])cc([N+](=O)[O-])c1O	100	92	94	105	97	99	96	105
30	CCC(C)CCCCC(=O)NC(CCN)C(=O)NC(C(=O)NC(CCN)C(=O)NC1CCNC(=O)C(C(C)O)NC(=O)C(CCN)NC(=O)C(CCN)NC(=O)C(CC(C)C)NC(=O)C(Cc2ccccc2)NC(=O)C(CCN)NC1=O)C(C)O (stereo not given)	105	98	92	97	122	96	112	95
31	Nc1nc(-c2ccc(Cl)nc2)nn1-c1nc2ccccc2s1	101	84	77	x	87	107	56	84
32	Nc1ccc(NC(=O)c2cc(Cl)ccc2O)c(Cl)c1	99&101	90&89	86&80	178&129	99&86	109&103	105&97	100&98
33	O=[N+]([O-])c1ccc2c(c1)C(=Nc1ccc(N=C3c4ccccc4-c4ccc([N+](=O)[O-])cc43)cc1)c1ccccc1-2	105	91	91	106	101	94	99	106
34	CC(=O)OCCCCCC[n+]1ccc(SCC(=O)n2ccc3ccccc32)c2ccccc21	99	85	71	128	103	108	106	105
35	O=C(/C=C/c1cn(Cc2ccc(Cl)cc2)c2ccccc12)c1ccc(F)cc1	77	24	61	59	72	49	95	78
36	C/C=C(/Cl)c1c(C)cc(C)cc1C	102	93	101	100	103	x	106	90
37	O=C1c2ccccc2C(=O)c2c1c(C(=O)Nc1ccccc1)c1ccccn21	84	80	94	85	86	72	80	101
38	COc1ccc(C(=O)COc2ccc(/C=C3\Cc4ccccc4C3=O)cc2)cc1	101	77	66	279	103	90	74	103
39	CCCC1C(C(=O)OCC)=C(N)Oc2cc(O)ccc21 (stereo not given)	102	x	71	105	104	95	104	103
40	CCCCn1cnc2c(=O)[nH]cnc21	100	98	95	109	110	105	109	105
41	CCOC(=O)CC1CSC(c2ccc(Br)cc2)=N1 (stereo not given)	102	100	99	107	97	98	102	108
42	COc1cc2c(cc1O)CCN1C[C@@H](CC(C)C)[C@@H](O)C[C@@H]21	97	91	88	97	107	92	92	94
43	C/C(=N\NC(=O)c1ccc(S(N)(=O)=O)cc1)c1cc2cc(Br)ccc2oc1=O	100	89	86	107	88	100	96	95
44	O=C(O)C(C(=O)O)C1CCCC1	132	107	97	107	109	102	103	106
45	O=C1c2ccccc2S(=O)(=O)N1CCBr	103	98	90	92	97	98	105	106
46	O=C(O)CSCC(=O)Nc1ccccc1Cl	100	89	x	114	109	102	110	101
47	Fc1ccc(-c2nc(-c3c[nH]c4ccccc34)cs2)cc1	123	96	x	96	76	111	104	92
48	N#Cc1c2c(nn(-c3cccc(Cl)c3)c1=O)C(O)=C([N+](=O)[O-])C(c1ccoc1)C2 (stereo not given)	104	87	67	101	94	96	88	92
49	N#Cc1c(Nc2cccc(Cl)c2)sc(C(=O)c2cc3cc(Cl)ccc3o2)c1N	123	151	81	127	68	97	63	81
50	CC1=C(C)C(=O)C(N2CCCC(C)C2)=CC1=O (stereo not given)	103	91	79	117	110	104	97	106
51	CCCn1c(=S)sc2c(NN)nc(C)nc21	124	x	77	122	98	110	100	140
52	CCOC(=O)C(=CC(C)C)C(=O)OCC	111	101	98	x	101	99	101	102
53	CCOC(=O)c1nnn(-c2no[n+]([O-])c2-c2ccccc2)c1COc1ccc(Br)c2cccnc12	102	78	70	126	96	103	99	96
54	COc1ccc(C2=CC(c3ccc(Oc4ccnc5cc(Cl)ccc45)c(OC)c3)c3c(nc(OC)[nH]c3=O)N2)cc1 (stereo not given)	96	83	57	99	62	80	68	64
55	N#Cc1c(-c2ccccc2)nc2c(c(-c3ccccc3)nn2-c2ccccc2)c1-c1ccc2c(c1)OCO2	81	59	95	62	99	61	65	93
56	Nc1nc(-c2ccccc2)c(CC(=O)O)s1	100	88	84	105	104	115	103	100
57	C[C@@H](c1ccc2nccn2c1)n1nnc2ncc(-c3cnn(C)c3)nc21	60	85	86	90	94	106	96	93
58	Nc1ccc(S(=O)(=O)Nc2cnc3ccccc3n2)cc1	109	93	81	108	108	95	104	100
59	COC(=O)c1cc(N)nc2ccccc12	106	102	87	108	94	109	103	110
60	Nc1nc(=S)c2[nH]c(N)nc2[nH]1	96	97	87	89	97	99	93	x

An excerpt of these results, screen by screen:
44. O=C(O)C(C(=O)O)C1CCCC1
57. C[C@@H](c1ccc2nccn2c1)n1nnc2ncc(-c3cnn(C)c3)nc21
50. CC1=C(C)C(=O)C(N2CCCC(C)C2)=CC1=O (stereo not given)
43. C/C(=N\NC(=O)c1ccc(S(N)(=O)=O)cc1)c1cc2cc(Br)ccc2oc1=O
54. COc1ccc(C2=CC(c3ccc(Oc4ccnc5cc(Cl)ccc45)c(OC)c3)c3c(nc(OC)[nH]c3=O)N2)cc1 (stereo not given)
screen / no.,44,57,50,43,54
SF-295,132,60,103,100,96
CAKI-1,107,85,91,89,83
UO-31,97,86,79,86,57
TK-10,107,90,117,107,99
SF-268,109,94,110,88,62
786-0,102,106,104,100,80
U251,103,96,97,96,68
SN12C,106,93,106,95,64

Other structures:
No.	SMILES	SF-295	CAKI-1	UO-31	TK-10	SF-268	786-0	U251	SN12C
61	C/C(Cc1ccc(Cl)cc1)=C(\c1ccc(OCCCN(C)C)cc1)c1ccc(OC(=O)C2CCCCC2)cc1	102	91	91	96	96	106	96	100
62	O=C(O)c1ccc(Oc2ccc(C(=O)O)cc2)cc1	104	113	80	125	103	101	111	102
63	O=S(Cc1ccccc1)/C(=C/NC(=S)Nc1ccccc1)c1ccccc1 (stereo not given)	114	95	82	119	99	110	100	109
64	Cc1ccc(S(=O)(=O)Nc2ccc(-c3cc(-c4cccc(F)c4)c(C#N)c(=O)[nH]3)cc2)cc1	88	60	69	115	74	102	71	84
65	CCOC(=O)c1sc(/N=C2\C(=O)Nc3ccc([N+](=O)[O-])cc32)nc1C	97	x	65	107	84	92	92	111
66	CCOC(=O)n1cc(-c2nonc2-c2cn(C(=O)OCC)c3ccc(Br)cc23)c2ccccc21	72	60	47	91	82	91	90	88
67	CN1C(=O)/C(=C/c2cccs2)c2ccccc21	104	75	69	127	99	104	99	96
68	CN1C(=O)/C(=C\c2ccccc2)c2ccccc21	102	84	73	146	92	94	78	85
69	O=C1/C(=C/c2ccncc2)Nc2cc3c(cc21)OCO3	101	100	95	126	107	104	102	102
70	CC(C)CCOc1ccc(NC(=S)Nc2ccc(OCCC(C)C)cc2)cc1	95	85	87	153	109	85	94	86
71	Cc1ccc(/C(N)=N/c2sc(-c3ccccc3)nc2-c2ccccc2)cc1	78	60	70	100	79	77	75	78
72	O=c1ccc(-c2ccccc2)nn1Cc1n[nH]c(=S)n1C1CCCCC1	96	100	92	111	119	102	112	114
73	Cc1cc(C)c2c(c1)N(C)c1ncnc(Cl)c1CC2C (stereo not given)	90	85	89	90	104	90	93	90
74	O=C(O)c1ccc(OCCOc2ccc([N+](=O)[O-])cc2)c(Cl)c1	101	97	89	94	104	100	x	107
75	COC(=O)Nc1csc2c1NC(=O)CCCC2	105	103	88	113	105	96	107	110
76	O=S(=O)(NCCNc1nccc(-c2c(-c3cccc(F)c3)nc3occn23)n1)c1ccccc1	82	56	29	87	73	61	67	69
77	Cc1cc(-c2ccccc2)n2nc(N)c(=S)nc2n1	107	95	89	105	101	104	104	99
78	Cc1ccc(S(=O)(=O)NCCC2CC2[C@H](O)[C@@H](O)c2ccccc2)cc1 (stereo not given in full)	108	85	75	114	94	105	104	98
79	CC(C)(C)NC(=O)C(c1ccccc1)N(Cc1ccco1)C(=O)CNC(=O)OC(C)(C)C (stereo not given)	124	107	92	115	105	103	102	89
80	O=Cc1c(O)c2ccccc2[nH]c1=O	109	98	82	106	110	104	94	92
81	Cc1ccc2[nH]c(=O)cc(-n3nncc3Cn3c4ccccc4c4ccccc43)c2c1	99	85	74	118	86	101	99	101
82	Cc1ccc2[nH]c(=O)c(C3CNC(=O)c4ccccc4N3)cc2c1 (stereo not given)	103	92	84	104	99	103	99	100
83	COc1cc2c(/C=C3\C(=O)Nc4ccc(Br)cc43)c(Cl)n(C)c2cc1C	9.8*	70	32	31	30	-17*	10	35
84	COC1C(COC(=O)c2ccccc2)OC(OC(C)=O)C1OC(C)=O (stereo not given)	x	x	84	93	102	99	110	106
85	CC(=O)O[C@H]1C[C@H](n2cc(F)c(N)nc2=O)O[C@]1(C)CO[Si](c1ccccc1)(c1ccccc1)C(C)(C)C	51	44	51	87	68	71	50	68
86	NC(=S)N1N=C(c2cc3ccccc3oc2=O)CC1c1cn(-c2ccccc2)nc1-c1ccccc1 (stereo not given)	96	70	63	100	94	90	87	98
87	CN(C)c1ccc(C2(c3ccc(N(C)C)cc3)OC(=O)c3ccccc32)cc1	102	106	86	103	101	101	94	98
88	Cc1cn(CC(C)C)c(=O)[nH]c1=O	105	x	89	96	102	103	100	99
89	c1ccc(CNCc2ccc[nH]2)cc1	109	104	90	111	100	109	100	105
90	CCc1ccccc1-n1c(-c2ccc(Cl)cc2)cc(-c2ccc(Cl)cc2)c(C#N)c1=O	89	90	75	94	84	98	85	92
